# APEX1 inh: APE1 (human) endonuclease inhibition. Potency, µM (series often up to 65.8 µM), for inactives: top-dose activity change, negative = inhibition, actives largely listed as inhibitors. AID 2517. 350,000 tested, 0.35% active. recombinant APE1, TAMRA/BHQ-2 abasic DNA cleavage fluorescence;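 also: potency is read from the fitted curve at half-maximal effect; plate controls were vehicle for no effect and reference inhibitor for full effect; nearly all actives have a fitted effect of over 55% in size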
# Target sequence (P27695 whole entry, looked up): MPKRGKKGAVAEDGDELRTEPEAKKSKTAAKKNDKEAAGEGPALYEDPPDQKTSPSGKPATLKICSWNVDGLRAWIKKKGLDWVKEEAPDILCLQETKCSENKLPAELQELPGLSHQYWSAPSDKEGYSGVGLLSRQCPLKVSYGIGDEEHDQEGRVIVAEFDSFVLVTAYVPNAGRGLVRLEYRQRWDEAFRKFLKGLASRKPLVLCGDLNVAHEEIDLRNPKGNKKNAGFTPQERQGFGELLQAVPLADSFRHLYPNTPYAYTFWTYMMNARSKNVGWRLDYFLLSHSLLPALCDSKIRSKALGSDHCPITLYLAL
#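 0.75 nM APE1 + cpd, 15 min RT; start w/ 50 nM TAMRA/BHQ-2 THF-abasic dsDNA; kinetic fluor 525/598 nm ×3 reads @60 s; Δ(read3−read1); normalized to DMSO and NSC13755 control wells.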
# Pol eta inh: inhibitors of human DNA polymerase eta; Q9Y253; recombinant Pol eta, fluorescent DNA replication assay; Potency, µM (titrated, usually from 114 µM), without a hit: top-dose activity change, negative = inhibition, usual class: inhibitors; 390,000 tested, 1.2% active; also: potency is read from the fitted curve at half-maximal effect; % is scaled to controls: 0 for no effect and ±100 for the full control effect
#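 Pol eta (10 nM) was preincubated with compounds for 15 min at room temperature, after which fluorescent replication substrate (50 nM final) was added to start the reaction. Fluorescence was read kinetically at 0 and 10 min.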
# Pol iota inh: blocks human DNA polymerase iota activity | Q9UNA4 | Pol iota fluorescent replication assay, 10 min | Potency, µM (titrated, usually from 115 µM), inactives show at the highest dose activity, negative = inhibition, usual class: inhibitors | 390,000 tested, 1% active; also: potency is read from the fitted curve at half-maximal effect
# Target sequence (Q9UNA4 whole entry, looked up): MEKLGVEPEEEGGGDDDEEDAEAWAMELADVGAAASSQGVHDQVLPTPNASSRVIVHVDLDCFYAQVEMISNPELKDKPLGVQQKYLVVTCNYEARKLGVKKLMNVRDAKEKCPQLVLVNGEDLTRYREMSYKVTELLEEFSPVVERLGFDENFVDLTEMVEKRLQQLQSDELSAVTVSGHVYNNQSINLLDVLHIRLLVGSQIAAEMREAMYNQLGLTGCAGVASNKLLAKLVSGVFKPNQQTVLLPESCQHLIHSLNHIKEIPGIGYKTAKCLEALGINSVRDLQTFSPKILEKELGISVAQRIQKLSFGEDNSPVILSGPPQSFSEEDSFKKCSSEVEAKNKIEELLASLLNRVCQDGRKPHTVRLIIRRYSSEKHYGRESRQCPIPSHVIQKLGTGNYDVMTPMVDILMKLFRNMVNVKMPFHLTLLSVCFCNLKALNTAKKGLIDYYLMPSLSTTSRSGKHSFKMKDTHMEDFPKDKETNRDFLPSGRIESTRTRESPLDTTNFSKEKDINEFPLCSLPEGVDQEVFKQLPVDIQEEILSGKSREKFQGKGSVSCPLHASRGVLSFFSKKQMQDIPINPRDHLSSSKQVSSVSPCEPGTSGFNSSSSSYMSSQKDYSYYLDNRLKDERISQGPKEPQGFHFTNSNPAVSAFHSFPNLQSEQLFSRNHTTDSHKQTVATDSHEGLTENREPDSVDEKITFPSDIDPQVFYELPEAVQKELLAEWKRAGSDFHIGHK
#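 Fluorescent replication assay read twice, at 0 min and 10 min after adding 50 nM (final) substrate. Enzyme (10 nM) and compounds were first incubated 15 min at room temperature; enzyme-free buffer wells were negative controls.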
# RXFP1 antagonist: antagonists of human relaxin receptor RXFP1; 350,000 tested, 0.59% active; activity change, negative = inhibition, % at 57.5 µM; HEK293-RXFP1, relaxin-stimulated cAMP HTRF, 30 min; hits give low values;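 active = activity change of -60% or lower, but not beyond a set lower limit; inconclusive = change between -60% and -40%, or beyond the set limit; inactive = change above -40%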; also: % is scaled to controls: 0 for no effect and ±100 for the full control effect
# PGK inhibitor: blocks T. brucei phosphoglycerate kinase | PGK/GAPDH coupled, Kinase-Glo luminescence, 60 min | Potency, µM (highest dose often 57.5 µM), for inactives: at the highest dose activity change, negative = inhibition, actives largely listed as inhibitors | 380,000 tested, 0.043% active | AID 602233; also: potency is read from the fitted curve at half-maximal effect; % is scaled to controls: 0 for no effect and ±100 for the full control effect; nearly all actives have a fitted effect of over 60% in size
#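 Recombinant glycosomal PGK reaction used 1,3-bisphosphoglycerate generated in-well by GAPDH (100nM final) in 100mM TEA pH 7.6, 5mM MgCl2, 0.01% Tween-20. After 60 minutes at room temperature, ATP was read by Kinase-Glo Plus luminescence end-point.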
# BLM inh: blocks DNA unwinding by human BLM helicase | P54132 | recombinant BLM DNA unwinding, fluorescence dequenching | Potency, µM (highest dose often 56.1 µM), for the others: top-dose activity change, negative = inhibition, usual class: inhibitors | 350,000 tested, 0.2% active | AID 2528;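 also: potency is read from the fitted curve at half-maximal effect; plate controls were vehicle for no effect and no enzyme for full effect; nearly all actives have a fitted effect of over 35% in size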
# Anesthetic bind: binds horse apoferritin like a general anesthetic; apoferritin/1-aminoanthracene competitive binding, fluorescence; Potency, µM (titrated, usually from 77.5 µM), for the others: at the highest dose activity change, negative = displacement, actives largely listed as inhibitors; 350,000 tested, 0.074% active; AID 485281; also: potency is read from the fitted curve at half-maximal effect; % is scaled to controls: 0 for no effect and ±100 for the full control effect; nearly all actives have a fitted effect of over 20% in size
#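 Horse-spleen apoferritin (10 uM) in 50% saturated 1-aminoanthracene in PBS was incubated 10 min at room temperature with compound. Fluorescence (ex 380, em 535 nm) was normalized to free and bound 1-AMA, with concentration-response fitted by a four-parameter Hill equation.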
# Pol kappa inh: inhibitors of human DNA polymerase kappa; Q9UBT6; purified Pol kappa, fluorescent DNA synthesis assay, 10 min; Potency, µM (highest dose often 107 µM), inactives show at the top dose activity, negative = inhibition, actives largely listed as inhibitors; 400,000 tested, 0.53% active; also: potency is read from the fitted curve at half-maximal effect; % is scaled to controls: 0 for no effect and ±100 for the full control effect
#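 Fluorescent qHTS in 1536-well format: enzyme (10 nM) and compound sat 15 min at room temperature before 50 nM substrate (final) was added. Signal taken at 0 and 10 min; no-enzyme buffer wells were negative controls.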
# Pol beta inh: blocks human DNA polymerase beta activity | P06746 | Pol beta primer extension/strand displacement, fluorescence kinetic | Potency, µM (titrated, usually from 114 µM), for the others: at the top dose activity change, negative = inhibition, hits mostly inhibitors | 340,000 tested, 1.3% active | AID 485314; also: potency is read from the fitted curve at half-maximal effect; % is scaled to controls: 0 for no effect and ±100 for the full control effect
#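 Enzyme-only controls used 10 nM Pol beta; buffer lacking enzyme served as negative control. Compound preincubated 15 min, then 50 nM substrate added; 0 and 10 min reads at room temperature.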
# * marks the source's active call; other numbers are inactive results; i = inactive; ? = inconclusive; . = not tested or not shown; [ ] = remark or other dose. Unless noted, calls follow the shape of the dose curve; as a rule, active = well fitted curve in the direction sought with a large enough effect; inconclusive = small, poorly fitted or top-dose-only effect, or another doubt; inactive = no such curve, though single readings can be large; an effect the other way counts as inactive or inconclusive.
# Field names: A = APEX1 inh; B = Pol eta inh; C = Pol iota inh; D = RXFP1 antagonist; E = PGK inhibitor; F = BLM inh; G = Anesthetic bind; H = Pol kappa inh; I = Pol beta inh
> Cc1cc(C)c(OCC(=O)OCC(=O)NCCC2=CCCCC2)c(C)c1
  A: 40% | B: -21% | C: 8% | D: -4 | E: i | F: . | G: . | H: -3% | I: .

> NC(=O)NC(=O)COC(=O)c1ccc(OC(F)F)cc1
  A: 3% | B: -21% | C: 4% | D: 1 | E: -9% | F: -4% | G: -6% | H: -12% | I: 41%

> Nc1cccc(C2=Nc3cccc4cccc(c34)N2)c1
  A: -1% | B: -22% | C: 9% | D: -9 | E: -6% | F: -2% | G: -3% | H: -14% | I: 1%

> COc1c(C)cc(Br)cc1C(=O)Nc1ccc(-c2nc3ncccc3o2)cc1
  A: . | B: -18% | C: -9% | D: -11 | E: -4% | F: -7% | G: -13% | H: 5% | I: -29%

> CCN(CC)c1nc(C)nc2c1cnn2CCc1ccccc1
  A: -2% | B: 1% | C: 1% | D: 1 | E: 2% | F: -2% | G: -12% | H: 4% | I: 1%

> CCOc1cc(N2CCOCC2)c(OCC)cc1NC(=O)c1c(-c2ccccc2)noc1C
  A: 26% | B: -6% | C: 0% | D: -7 | E: 5% | F: . | G: . | H: -11% | I: .

> Cc1nn(C(=O)c2ccccc2)c(C)c1S(=O)(=O)N1CCOCC1
  A: . | B: -2% | C: 3% | D: . | E: -8% | F: -1% | G: -9% | H: -9%[60.1 µM] | I: -28%

> CCC(=O)OCCCNc1nc(-c2ccc(Cl)cc2)nc2ccccc12
  A: . | B: -16% | C: -7% | D: . | E: i | F: -16% | G: 1% | H: -13% | I: -6%

> C/C(=N\NC(=O)CCC(=O)Nc1ccc(C)c(C)c1)c1cccs1
  A: -3% | B: -14% | C: 75%[activator] | D: -6 | E: 9% | F: -3% | G: -5% | H: 4% | I: 2%

> CCOC(=O)c1oc2c(CN3CCN(C)CC3)c(O)ccc2c(=O)c1-c1ccccc1OC
  A: -4% | B: -15% | C: 26% | D: . | E: 4% | F: -1% | G: 2% | H: 4% | I: ?

> C/C(=N\NC(=O)c1cccc(Cl)c1)c1cccc(NC(=O)c2ccco2)c1
  A: -2% | B: -11% | C: -3% | D: 4 | E: 0% | F: -2% | G: -18% | H: 9% | I: -18%

> CCc1nnc(NC(=O)CSc2nnc(Cc3cc(=O)[nH]c(=O)[nH]3)n2-c2cccc(OC)c2)s1
  A: -1% | B: -18% | C: 27% | D: 4 | E: i | F: 10% | G: 0% | H: -4% | I: 3%

> Cc1cccc(NC(=O)C2C3C=CC(O3)C2C(=O)O)c1C (stereo not given)
  A: 15% | B: -13% | C: -2% | D: 4 | E: i | F: 0% | G: -8% | H: 10% | I: 9%

> COc1ccc(C=NN=C2c3ccccc3-c3ccccc32)cc1OC
  A: . | B: ? | C: 4% | D: -10 | E: i | F: . | G: . | H: -9% | I: .

> CCOc1ccc(C(=O)NC(=S)NCCCN2CCOCC2)cc1
  A: 11% | B: 0% | C: -10% | D: -3 | E: 3% | F: -2% | G: -7% | H: -10% | I: 11%

> CC1(C)CC(=O)C2=C(C1)OC(N)=C(C#N)C2c1cn(-c2ccccc2)nc1-c1ccccc1 (stereo not given)
  A: -6% | B: -23% | C: 148%[activator] | D: -20 | E: 5% | F: -7% | G: -5% | H: -13% | I: -4%

> COc1ccc(N=Cc2ccccc2O)cc1
  A: . | B: -7% | C: -17% | D: 0 | E: -6% | F: . | G: . | H: -7% | I: .

> CCC(=O)Nc1ccc(CC)cc1-c1nc2ccccc2n(CC(=O)Nc2ccccc2C)c1=O
  A: . | B: 4% | C: -8% | D: -1 | E: -1% | F: -3% | G: -10% | H: -1% | I: ?

> COc1ccc2[nH]cc(C(O)CN3CCC(C(N)=O)CC3)c2c1 (stereo not given)
  A: -3% | B: -4% | C: 22% | D: -6 | E: i | F: -1% | G: -1% | H: -6% | I: 11%

> CC(C)c1nnc(NC(=O)c2nc(S(=O)(=O)Cc3ccc(F)cc3)ncc2Cl)s1
  A: 13% | B: 2% | C: ? | D: ? | E: i | F: -5% | G: -1% | H: -2% | I: 89%

> Cc1ccc(NC(=O)[C@@H](NC(=O)c2cccc(S(=O)(=O)N3CCOCC3)c2)C(C)C)cc1C
  A: 1% | B: -13% | C: 177%[activator] | D: -3 | E: 6% | F: -1% | G: 2% | H: -6% | I: 16%

> COc1ccc2[nH]c(=O)c(-c3noc(-c4ccc(F)cc4)n3)cc2c1
  A: 11% | B: ? | C: 18% | D: -2 | E: 2% | F: -14% | G: 5% | H: -6% | I: ?

> COc1ccc(Nc2cc(=O)n(C3CCCCC3)c(=O)[nH]2)c(OC)c1
  A: -3% | B: -11% | C: -1% | D: -16 | E: -2% | F: -1% | G: -13% | H: -11% | I: 5%

> COC(CNC(=O)c1ccc(CS(=O)(=O)c2ccc(C)cc2)o1)OC
  A: 40% | B: -14% | C: 18% | D: -5 | E: -4% | F: -1% | G: 2% | H: 8% | I: -18%

> CSc1c(SCc2ccccc2)cnn(-c2ccccc2)c1=O
  A: -2% | B: -11% | C: 9% | D: -13 | E: -2% | F: -23% | G: -21% | H: -23% | I: 13%

> Cc1ccc(S(=O)(=O)N2C(=O)CCC2C(=O)NCc2ccco2)cc1 (stereo not given)
  A: 15% | B: -7% | C: 21% | D: -16 | E: i | F: -9% | G: 1% | H: 14% | I: 7%

> O=C(CCCc1c[nH]c2ccccc12)N1CCOCC1
  A: -3% | B: 1% | C: -4% | D: 0 | E: i | F: -4% | G: -5% | H: -4% | I: -2%

> COC(=O)CC1=NN(c2nc3ccccc3s2)C(=O)/C1=C/N(C)C
  A: 4% | B: -5% | C: -7% | D: 4 | E: -6% | F: -5% | G: -8% | H: -6% | I: 6%

> Cc1ccc(C2OCC3(CO)COC(c4ccc(C)cc4)N23)cc1 (stereo not given)
  A: -2% | B: -19% | C: 37%[activator] | D: -16 | E: 3% | F: 2% | G: -19% | H: -7% | I: -9%

> O=C(C/C=N\O)Nc1ccc(Oc2ccccc2)cc1
  A: -4% | B: -2% | C: -7% | D: -4 | E: -4% | F: -6% | G: -22% | H: -11% | I: 8%

> Cc1ccc(NC(=O)NC(=O)CSc2nnc(-c3ccc(OC(F)F)cc3)n2N)c(C)c1
  A: 5% | B: -16% | C: 25% | D: -17 | E: 4% | F: 5% | G: 3% | H: -19% | I: -24%

> NC(=O)COc1ccc(-c2noc(COc3ccccc3[N+](=O)[O-])n2)cc1
  A: -8% | B: -11% | C: 23% | D: 7 | E: -7% | F: -2% | G: -3% | H: 5% | I: 6%

> COc1cc2cc(CNc3ccccc3)c(=O)n(CC(=O)Nc3cccc(Cl)c3C)c2cc1OC
  A: . | B: ? | C: 22% | D: . | E: -5% | F: -2% | G: 39%[activator] | H: 6% | I: 9%

> COc1ccc(C(C)=O)cc1CN1C(=O)NC2(CCCCCCC2)C1=O
  A: 1% | B: -24% | C: 127%[activator] | D: -14 | E: 3% | F: -2% | G: ? | H: -2% | I: -11%

> CCOP(=O)(OCC)c1nc(-c2ccccc2Cl)oc1N1CCOCC1
  A: 1% | B: -5% | C: 40%[activator] | D: 7 | E: -9% | F: 1% | G: -5% | H: -2% | I: 39%

> CCN(C(=O)CN1CCOCC1)C1(C)C(=O)c2ccccc2C1=O
  A: 1% | B: -23% | C: 41%[activator] | D: -7 | E: i | F: -2% | G: -4% | H: -4% | I: 3%

> CCc1nnc(NC(=O)CSc2ccc(-c3nc4ccc(C)cc4[nH]3)cn2)s1
  A: 10% | B: ? | C: 2% | D: . | E: 1% | F: -10% | G: -2% | H: -20% | I: ?

> O=C(O)c1cccc(S(=O)(=O)NCCC(c2ccccc2)c2ccccc2)c1
  A: 0% | B: -14% | C: 68%[activator] | D: -19 | E: -1% | F: -2% | G: 2% | H: -1% | I: -13%

> Cc1ccsc1C(=CCCN1CCC[C@@H](C(=O)O)C1)c1sccc1C
  A: . | B: -16% | C: 4% | D: -21 | E: 7% | F: -2% | G: . | H: -2% | I: .

> Cn1nc2c3ccccc3n(Cc3ccc(F)cc3)c2nc1=S
  A: ? | B: 2% | C: -5% | D: 2 | E: -2% | F: -1% | G: -1% | H: -6% | I: -21%

> O=C(c1cc(COc2ccc3ncccc3c2)on1)N1CCC(O)CC1
  A: 5% | B: 7% | C: 89%[activator] | D: -11 | E: 9% | F: -12% | G: ? | H: -17% | I: 2%

> N=C1C(c2nc(-c3ccc(Cl)cc3)cs2)=C(O)CN1CCCN1CCOCC1
  A: -3% | B: -18% | C: ? | D: -14 | E: i | F: -5% | G: -9% | H: 1% | I: -14%

> CN(C)/C=C/C(=O)c1ccc(Oc2ncccn2)cc1
  A: 0% | B: -19% | C: 111%[activator] | D: -1 | E: 0% | F: 6% | G: -17% | H: -8% | I: -2%

> Cc1nc(SC(C)C(=O)NCC2CCCO2)c2cc(-c3ccccc3)sc2n1 (stereo not given)
  A: 25% | B: -17% | C: -13% | D: -69* | E: -2% | F: . | G: . | H: -3% | I: .

> CCN(CC)CCOC(=O)C12CC3CC(CC(C3)C1)C2
  A: 0% | B: -12% | C: -13% | D: 0 | E: -1% | F: -1% | G: -10% | H: 5% | I: 6%

> CCOc1c(Cl)cc(C2NC(=O)NC(C)=C2C(=O)NCc2ccccc2)cc1OC (stereo not given)
  A: 1% | B: -4% | C: 1%[58.9 µM] | D: -20 | E: -6% | F: -4% | G: -11% | H: -8% | I: 0%

# Screening results (PubChem)

# These rows are one share of the data; rates above refer to the full screens.
